# Compound activity deposited in PubChem BioAssay by several laboratories.
# CatB mix inh – human cathepsin B inhibition by mixtures. P07858. Purified cathepsin B, AMC dipeptide fluorescence, compound mixtures. inhibition, %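 (ten-compound pools at 5 µM per compound and 50 µM total)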. hit rate 0.06% among 62,000. AID 488; in the data active means inhibition above about 22%, passing the limit was not always enough; inconclusive means no clear call, values can overlap the other calls;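 further: 0% = enzyme without compound and 100% = no enzyme blank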
# CatS block – blocks human cathepsin S protease activity. recombinant cathepsin S, AMC dipeptide fluorescence, pooled mixtures. inhibition, %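 (tested at 5 µM per compound within 10-compound mixtures)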. AID 501. hit rate 0.06% among 62,000. P25774; in the data active means inhibition above about 32%, passing the limit was not always enough; inconclusive means no clear call, values can overlap the other calls;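 further: 0% = enzyme without compound and 100% = blank without enzyme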
# Target sequence (P25774 115-331 limits assumed): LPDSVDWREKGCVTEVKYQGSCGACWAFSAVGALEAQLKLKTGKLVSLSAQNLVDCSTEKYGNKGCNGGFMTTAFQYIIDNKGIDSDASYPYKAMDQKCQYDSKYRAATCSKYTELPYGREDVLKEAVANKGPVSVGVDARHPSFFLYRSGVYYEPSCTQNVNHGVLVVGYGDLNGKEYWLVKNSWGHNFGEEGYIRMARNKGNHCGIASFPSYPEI
# AP ELISA ortho – alternative pathway complement inhibition, orthogonal assay; Human serum alternative complement pathway, LPS-coated ELISA, C3 deposition; tested in compound mixtures; hit rate 0.08% among 62,000; AID 1235; inhibition, % at 5 µM;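 active means inhibition above 30% in each of the two pooled mixtures holding the compound, so the lower value exceeds 30%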;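 further: 0% = serum in Mg-EGTA without compound and 100% = EDTA serum blank; some compounds past the cut are filed as inactive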
#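 Test system – human serum alternative complement pathway, C3 deposition on LPS-coated wells · Buffer or medium – diluted human serum in Mg2+-EGTA GVB++ · Compound dosing – 5 µM each compound, pools of ten, 50 µM per pool · Schedule – 1 h serum-compound exposure at 37 °C · Measured by – Anti-C3 ELISA, OD 450 nm · Read-out basis – percent inhibition of C3 deposition onto LPS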
# JNK3 inh – blocks human JNK3 kinase activity. P53779. purified JNK3 kinase activity, HTS. inhibition, % at 8 µM. hit rate 0.61% among 60,000; in the data active means inhibition above about 17%;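 further: 0% = DMSO and 100% = reference inhibitor; many of its hits are not listed in these tables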
# PKA kinase inh – inhibitors of human protein kinase A; inhibition, % at 6 µM; hit rate 0.1% among 65,000; PKA Kemptide phosphorylation, Kinase-Glo ATP luminescence;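 active means inhibition above the screen-wide mean inhibition plus 3 SD, cut at about 21% in these data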; further: many of its hits are not listed in these tables
# ROCK2 inh – ROCK2 (human) kinase inhibition; inhibition, % at 6 µM; purified ROCK2, Kinase-Glo ATP depletion luminescence; hit rate 0.35% among 60,000; O75116;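 active means inhibition above the screen-wide mean inhibition plus 3 SD, cut at about 18% in these data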;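 further: plate controls were DMSO wells for no effect and Y-27632 control wells after no-enzyme background subtraction for full effect; many of its hits are not listed in these tables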
# CatB inh – blocks human cathepsin B protease activity; purified cathepsin B, fluorogenic substrate, fluorescence; inhibition, %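 (tested at 10 µM)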; hit rate 0.1% among 63,000; AID 453; in the data active means inhibition above about 21%;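 further: 0% = enzyme with no compound and 100% = no enzyme blank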
# RORA act – activates the human nuclear receptor RORA; CHO-K1 Gal4-RORA LBD luciferase reporter, luminescence; percent increase over mock-subtracted basal signal; P35398; activation, % at 10 µM; AID 560; hit rate 1.5% among 65,000;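 active means activation above the mean of all tested compounds plus 3 SD, cut at about 49% in these data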;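 further: 0% = DMSO-treated RORA cells and 100% = added signal equal to DMSO minus mock-transfected cells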
# Target sequence (P35398 whole entry, looked up, the tested form may be a part): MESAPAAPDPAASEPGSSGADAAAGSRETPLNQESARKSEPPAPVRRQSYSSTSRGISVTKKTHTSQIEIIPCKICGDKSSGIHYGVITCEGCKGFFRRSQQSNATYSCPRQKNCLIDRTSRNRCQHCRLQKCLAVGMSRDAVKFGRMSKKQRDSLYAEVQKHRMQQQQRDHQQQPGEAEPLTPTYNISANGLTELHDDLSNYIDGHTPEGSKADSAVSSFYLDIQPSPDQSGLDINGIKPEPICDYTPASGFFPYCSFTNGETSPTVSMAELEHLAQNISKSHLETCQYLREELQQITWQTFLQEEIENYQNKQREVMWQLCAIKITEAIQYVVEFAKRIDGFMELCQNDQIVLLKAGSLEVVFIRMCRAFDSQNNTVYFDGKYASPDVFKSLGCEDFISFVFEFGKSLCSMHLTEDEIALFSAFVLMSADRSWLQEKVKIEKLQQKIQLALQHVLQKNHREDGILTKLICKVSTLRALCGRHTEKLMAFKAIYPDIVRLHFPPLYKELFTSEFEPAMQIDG
# Ec RNAP inh – Escherichia coli RNA polymerase inhibition; P0A8V2; E. coli RNA polymerase, fluorescence transcription assay; inhibition, %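 (tested at 10 µM)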; hit rate 0.2% among 62,000; in the data active means inhibition above about 20%;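 further: 0% = enzyme without compound and 100% = no enzyme blank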
# An asterisk follows results filed as active; ? = inconclusive; . = no result given. The list is partial; the hit share may differ from the screen's.
SMILES,CatB mix inh,CatS block,AP ELISA ortho,JNK3 inh,PKA kinase inh,ROCK2 inh,CatB inh,RORA act,Ec RNAP inh
CC(=O)c1ccc(-c2nc3c4ccccc4ccn3c2C(C)=O)o1,2,2,0,-7,7,6,-1,0,10
CCN(CC)C(=O)Cn1nc(-c2ccccc2O)nc1SCC(=O)Nc1ccc(OC)cc1,0,0,-10,3,3,2,-2,12,6
CS(=O)(=O)N(CCc1ccccc1)CC(=O)NCc1ccccn1,-3,-5,12,-4,-4,-5,-3,-29,-9
CCOC(=O)n1ccc(C(=O)Nc2ccccc2F)n1,-2,3,-3,3,11,7,5,19,1
CC1(C)Cc2c(sc3[nH]c(=S)n(Cc4ccco4)c(=O)c23)CO1,.,.,.,4,2,-8,2,-13,-15
COc1ccc(CCNC(=O)c2cnn3cccnc23)cc1OC,2,-3,8,2,12,11,2,5,4
CC(C)OC(=O)c1cc2ccccc2oc1=O,4,5,6,2,8,2,-1,4,4
Cc1cc2ccccc2n1CCNC(=O)C1CCCC1,4,4,-6,-5,1,5,5,14,2
Cn1c(=O)oc2cc(S(=O)(=O)N3CCCC(C(=O)NCCN4CCOCC4)C3)ccc21 (stereo not given),1,-5,10,1,6,2,1,5,3
Cn1c(-c2ccc(F)cc2)cnc1SCC(=O)Nc1ccccc1N1CCOCC1,4,4,0,-3,6,1,2,39,4
Brc1c(NC2=NCCN2)ccc2nccnc12,-6,-6,17,2,-3,1,-3,-10,5
Cc1cc(C)c(C#N)c(=N)o1,1,-4,1,.,-4,.,-1,-14,6
Cc1c(NC(=O)C(C)OC(=O)CC2Sc3ccccc3NC2=O)c(=O)n(-c2ccccc2)n1C (stereo not given),2,2,-5,-6,-1,-6,-7,-6,1
N#Cc1ccc(CSc2nnc(Cc3cccs3)n2Cc2ccco2)cc1,4,-4,2,-5,6,7,2,-7,5
NC(=O)CCc1c[nH]c2ccccc12,0,6,4,0,8,7,1,2,6
COc1ccc(C(=O)NCC(=O)O)cc1,0,7,1,3,4,2,2,-6,3
Cc1ccc(CN2C(=O)CCC2C(=O)N2CCN(c3ccc(F)cc3)CC2)cc1 (stereo not given),0,4,4,-5,11,7,-4,11,7
COc1ccc(-c2nc(C#N)c(N3CCN(c4cccc(Cl)c4)CC3)o2)cc1OC,-2,0,0,4,12,9,-2,1,3
COc1ccc(-c2cc(C(F)(F)F)nc(SCC(N)=O)n2)cc1,.,.,.,-6,-1,-2,.,-14,.
CC(C)(C)NC1=CC(=O)OC12CCCCC2,0,27,-16,-11,2,8,6,-10,7
O=C(Cc1c(C(=O)O)[nH]c2ccccc12)NCCN1CCN(c2cccc(Cl)c2)CC1,-1,-1,12,3,11,6,3,2,5
CC(C)Cc1nc(N2CCC(C(N)=O)CC2)c2nnn(Cc3ccccc3)c2n1,.,.,.,5,4,4,.,-2,.
Cc1cc(C(C)c2ccccc2)c(O)c(CN2CCOCC2)c1C (stereo not given),-2,11,18,3,-2,-6,-3,6,-4
C/C(N)=C(/C#N)C(=O)CSc1nnnn1-c1ccc(C)cc1,2,-3,-10,1,5,-1,1,-14,.
CCn1c(Cc2ccccc2)nnc1SCC(=O)Nc1nnc(-c2ccccc2)s1,-5,-1,13,-7,3,4,2,-5,4

# Gathered by group: the entries above with a COOH group.
SMILES,CatB mix inh,CatS block,AP ELISA ortho,JNK3 inh,PKA kinase inh,ROCK2 inh,CatB inh,RORA act,Ec RNAP inh
COc1ccc(C(=O)NCC(=O)O)cc1,0,7,1,3,4,2,2,-6,3
O=C(Cc1c(C(=O)O)[nH]c2ccccc12)NCCN1CCN(c2cccc(Cl)c2)CC1,-1,-1,12,3,11,6,3,2,5

# The listing continues:
SMILES,CatB mix inh,CatS block,AP ELISA ortho,JNK3 inh,PKA kinase inh,ROCK2 inh,CatB inh,RORA act,Ec RNAP inh
Cn1c(=O)c2nc(-c3ccccc3)oc2c2ccccc21,-8,-8,15,5,1,1,0,6,-3
O=C(Nn1cnc2ccccc2c1=O)c1ccc(F)cc1Cl,4,-10,20,-3,3,4,-3,35,0
Cc1noc(C)c1CSc1nnc(-c2ccncc2)n1-c1cccc(Cl)c1C,4,4,6,3,1,0,4,-14,6
COC(=O)c1c(C)nc(C)c2c(=O)oc3ccccc3c12,7,6,15,6,-5,5,0,-12,16
COc1ccc(C(=O)CSc2nnc(C3CCCCC3)n2N)c(OC)c1,5,-6,4,2,10,4,4,-15,6
c1ccc(-c2noc(C34CC5CC(CC(C5)C3)C4)n2)nc1,3,?,-5,5,3,4,2,42,16
O=C(CSc1ccc2nnc(-c3ccncc3)n2n1)Nc1ccc2c(c1)OCCO2,2,3,11,6,4,6,4,9,5
COC(=O)c1c(C(=O)OC)c2cc(C)ccn2c1Cl,-2,5,-1,1,-7,0,1,3,4
Cc1ccc2cccc(NC(=O)C(F)(F)F)c2n1,0,-9,0,-5,4,1,0,-13,1
COc1ccc(C2CC(c3ccc(C)cc3)Nc3nc(N)nn32)cc1 (stereo not given),.,.,.,1,8,-3,0,-15,.
O=C(Nc1ccccc1C(F)(F)F)c1cc(-c2cccc(O)c2)on1,3,10,3,4,3,-1,6,20,7
CCOC(=O)CN1C(=O)C(O)=C(C(C)=O)C1c1ccccc1 (stereo not given),3,-6,8,4,5,4,-5,12,2
Cc1cccc(C)c1OCC(=O)Nc1ncn[nH]1,0,-4,-5,1,10,2,3,-17,6
c1ccc(Cn2nnc3c(N4CCc5ccccc54)ncnc32)cc1,4,-2,10,0,7,5,1,-18,-1
CCOC(=O)N1CCN(c2c(N3CCN(c4cccc(C(F)(F)F)c4)CC3)c(=O)c2=O)CC1,0,-5,6,-4,6,4,1,16,2
COc1ccc(C(=O)Nc2ccccc2C(=O)NCCN2CCOCC2)cc1,13,17,-12,1,11,9,12,18,1
c1ccc2c(c1)OCC(c1nnc3sc(-c4ccc5c(c4)OCO5)nn13)O2 (stereo not given),5,-8,7,-2,0,7,1,-9,10
N#CCCN(C(=O)c1ccco1)c1ccccc1,.,.,.,-4,5,6,0,-12,13
COc1ccc(N2CCN(CC(=O)Nc3ccc(-n4cnnn4)cc3)CC2)cc1,3,6,-1,-3,8,7,4,3,12
CCOC(=O)C1CCCN(C(=O)Cn2sc3nc(C)cc(C)c3c2=O)C1 (stereo not given),1,-5,4,4,2,6,0,4,10
CCN(CC)CCN1C(=O)c2oc3ccccc3c(=O)c2C1c1ccc(C)cc1 (stereo not given),-3,-1,6,-5,10,7,13,-12,5
Cc1ccc(-n2c(SCn3nnc4ccccc4c3=O)nnc2-c2cccnc2)c(C)c1,0,8,19,-4,1,-3,0,5,-6
O=C(NCC1(c2ccccc2)CCOCC1)c1ccc(Br)o1,3,7,5,8,-2,4,1,-10,9
O=C(NCc1ccc2c(c1)OCO2)c1nnc(Cc2ccc(Cl)cc2)o1,5,2,19,-9,6,2,-2,-15,0
O=C(NC1=NCCS1)c1cccc(S(=O)(=O)N2CCCCC2)c1,2,11,3,.,1,.,3,-5,5

# More results
SMILES,CatB mix inh,CatS block,AP ELISA ortho,JNK3 inh,PKA kinase inh,ROCK2 inh,CatB inh,RORA act,Ec RNAP inh
O=C(Nc1nccs1)C(NS(=O)(=O)c1ccc(Br)s1)c1ccccc1 (stereo not given),6,16,-1,.,-2,.,2,-12,11
Cc1ccc(-n2c(SCC(=O)N3CCOCC3)nnc2-c2cccnc2)cc1C,-3,-3,3,-8,-2,-5,-3,14,-7
CCCNC(=O)C(CC)NS(=O)(=O)c1ccc(OC)cc1 (stereo not given),-2,11,-5,3,7,6,7,-1,8
c1ccc(CSc2nnc(-c3ccco3)n2Cc2ccco2)cc1,5,2,12,.,2,.,4,25,7
CC(=O)NC1(C2CCCCC2=O)CCCCC1 (stereo not given),-1,15,5,8,-1,-1,3,21,0
COc1ccccc1N1CCN(S(=O)(=O)c2ccc3c4c(cccc24)C(=O)N3)CC1,-1,40,3,-4,3,0,3,-10,9
CN(C)S(=O)(=O)c1cccc(-c2nnc(SCc3ccc4c(c3)OCCO4)o2)c1,-9,-20,20,1,11,8,-1,-4,2
O=C(CCN1CCc2ccccc2C1)Nc1ccccc1F,7,-3,7,-3,4,8,1,2,6
COc1cc(Cl)c(S(=O)(=O)N2CC(C)OC(C)C2)cc1Cl (stereo not given),2,-9,25,1,5,-1,1,-9,1
COc1cc(C(=O)OC(C)CN2CCN(C)CC2)cc(OC)c1OC (stereo not given),3,5,-3,1,1,-6,1,-10,7
Cc1ccc(S(=O)(=O)N(c2cccc(C(F)(F)F)c2)C2C=CS(=O)(=O)C2)cc1 (stereo not given),9,15,13,3,0,2,-3,12,10
O=C1c2cccnc2C(O)N1Cc1ccc(F)cc1 (stereo not given),6,0,5,-3,10,8,1,-21,7
Cc1ccc(/C=N/n2c(C)nnc2C)s1,5,-3,16,-1,10,1,1,-7,-1
COc1ccc(NC(=O)C23CCC(C)(C(=O)O2)C3(C)C)cc1 (stereo not given),5,9,5,5,3,3,2,-4,9
Cc1cccc(NC(=O)C2CC(O)CN2C(=O)OCc2ccccc2)c1 (stereo not given),-2,-12,8,-5,3,-2,1,2,-5
O=C(CSc1nnnn1-c1ccc(F)cc1)NC1CCCCC1,1,-4,24,4,10,9,1,-3,4
Cc1cc(N2C(=O)CC(N3CCN(C(c4ccccc4)c4ccccc4)CC3)C2=O)no1 (stereo not given),4,9,4,-2,0,2,4,6,9
CC(C)OC(=O)C(NC(=O)c1ccccc1)=C1CCCCC1,3,-6,18,3,0,5,9,2,1
COc1ccc(C(=O)CSc2nnc(CNc3ccc(C)cc3C)o2)cc1,7,-1,12,-1,9,2,3,-16,6
CN(C)CCC=C1c2ccccc2CCc2ccccc21,0,6,-8,2,-1,2,3,-30,9
CCSCCC(NC1=CC(=O)CC(C)(C)C1)C(=O)O (stereo not given),2,-7,6,-5,5,13,0,3,1
O=C(Nc1nnc(C2CC2)s1)c1cc(-c2ccccc2)nn1-c1ccccc1,4,6,5,.,6,.,-1,2,14
COc1ccc(NC(=O)Cn2cccc2)c(OC)c1,7,-7,12,0,0,4,-1,5,3
Cc1ccc(C(=O)N2CCCC(c3nc4c(nnn4Cc4ccccc4)c(=O)[nH]3)C2)cc1 (stereo not given),8,18,7,4,1,-1,2,6,14
COc1ccc(NC(=O)c2ccco2)c(NC(=O)Cc2cccs2)c1,-4,-14,11,1,5,6,-5,6,6

# Next section
SMILES,CatB mix inh,CatS block,AP ELISA ortho,JNK3 inh,PKA kinase inh,ROCK2 inh,CatB inh,RORA act,Ec RNAP inh
Cn1c(N2CCOCC2)nc(-c2ccccc2)c1-c1ccccc1,4,-2,13,-6,4,5,1,-10,3
O=C(Nc1cccc(S(=O)(=O)C(F)F)c1)c1ccc(Cl)c(S(=O)(=O)N2CCOCC2)c1,-7,4,1,0,7,5,0,22,6
COc1cc(NC(=O)c2cccs2)cc(OC)c1,25,2,2,-2,9,6,3,35,1
N#CCCn1c(SCC(=O)c2c[nH]c3ccccc23)nc2ccccc21,1,-8,14,.,-4,.,0,-23,-1
S=c1nc2ccccc2c2nc(-c3ccccc3)[nH]n12,3,1,12,8,8,4,1,5,0
CS(=O)(=O)N(CC(=O)NCc1ccccn1)c1ccc2c(c1)OCCO2,2,-20,9,0,4,5,5,-12,10
O=C(CC1COc2ccccc2O1)NCc1ccccc1 (stereo not given),1,-9,16,1,4,14,-1,-14,5

# Looked up above.
# Under JNK3 inh, S=c1nc2ccccc2c2nc(-c3ccccc3)[nH]n12 is listed with 8
# Under RORA act, Cn1c(N2CCOCC2)nc(-c2ccccc2)c1-c1ccccc1 is listed with -10
